# DENV2 CPE rescue: inhibitors of DENV2 cytopathic effect, primary screen, cell-based, plate reader, single concentration. AID 651640, 2012. actives 1.7% (n = 350,000). DENV2-infected cells, cytopathic effect rescue. CPE inhibition, % at 9.99 µM; in the data active means CPE inhibition above about 20%, passing the limit was not always enough; inconclusive means no clear call, values can overlap the other calls; tested in BHK-21 cells;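 further: 0% = median of neutral control wells and 100% = median of positive control wells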
# PAX8 inh HTS: inhibitors of PAX8-driven TPO luciferase reporter, primary screen, RMG-I cells, single concentration | actives 1.2% (n = 360,000) | AID 652154, 2013 | inhibition, % at 12.6 µM | SteadyGlo, 24 h;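 active means mean replicate inhibition at least 60% with every replicate also reaching 60%; inconclusive means only one of the two criteria is met; inactive means mean below 60% and not all replicates reaching 60%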;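 further: luciferase light reporting Pax8 driven TPO promoter activity; plate controls were median of neutral control wells for no effect and mitoxantrone controls for full effect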
# ERp5 inh: inhibitors of ERp5-driven insulin aggregation, primary screen, biochemical, turbidity, absorbance 650 nm, single point; 90 min; actives 0.05% (n = 350,000); inhibition, % at 9.99 µM; Protein disulfide-isomerase A6 (Homo sapiens), Q15084;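 active means mean replicate inhibition above about 25%, with every replicate also reaching it, limit read from the data, passing the limit was not always enough; inconclusive means only one of those two criteria met; inactive means neither criterion met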
# Target sequence (Q15084 whole entry, looked up): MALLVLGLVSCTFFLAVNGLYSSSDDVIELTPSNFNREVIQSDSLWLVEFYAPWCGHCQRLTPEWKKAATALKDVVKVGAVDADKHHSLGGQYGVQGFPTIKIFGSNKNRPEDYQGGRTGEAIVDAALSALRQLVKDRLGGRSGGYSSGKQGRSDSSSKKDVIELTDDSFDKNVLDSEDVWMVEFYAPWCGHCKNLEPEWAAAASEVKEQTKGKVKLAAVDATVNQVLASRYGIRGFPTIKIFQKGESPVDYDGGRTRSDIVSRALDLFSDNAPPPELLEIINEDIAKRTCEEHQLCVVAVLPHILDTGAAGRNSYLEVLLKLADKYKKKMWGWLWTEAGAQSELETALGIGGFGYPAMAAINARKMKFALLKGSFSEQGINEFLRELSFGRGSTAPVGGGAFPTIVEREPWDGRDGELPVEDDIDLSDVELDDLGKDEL
# XiGFP reactiv: activators of inactive X chromosome reactivation, primary screen, imaging, XiGFP fibroblasts, GFP high-content imaging, set 2. actives 0.055% (n = 360,000). XiGFP mouse fibroblasts, % GFP-positive cells imaging, 3 d; cells co-treated with 5-aza-dC sensitizer; scaled so ellipticine positive control = 100%. AID 743238, 2013. activation, % at 7.58 µM;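 active means mean normalized replicate activation at least 10% and every replicate at or above 10%; inconclusive means only one of the two criteria met; inactive means mean below 10% and not all replicates reach 10%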;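 further: 0% = median of on-plate neutral control wells and 100% = ellipticine 6 µM median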
#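 material = 68-5-11 XiGFP fibroblast line | medium = DMEM plus 5-aza-dC sensitizer | schedule = 3 days compound exposure | benchmarks = positive control ellipticine, 6 µM final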
# ARNT-TACC3 inh: disruptors of ARNT/TACC3 protein interaction, primary screen, biochemical, AlphaScreen, single concentration; Transforming acidic coiled-coil-containing protein 3 (Homo sapiens), Q9Y6A5; AlphaScreen His-ARNT PAS-B/GST-TACC3 binding, luminescence; TACC3 fragment carries E629A point mutation; inhibition, % at 9.99 µM; actives 0.66% (n = 390,000); AID 623870, 2012;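 active means mean inhibition of replicates at least 50% and at least half of replicates each reaching 50%; inconclusive means half or more replicates reach 50% but mean below 50%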;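 further: 0% = complete ARNT plus TACC3 wells and 100% = ARNT alone without TACC3; many hits fall short of the cut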
# F508del corr: F508del CFTR correction, initial screen, CFBE line, single point | actives 0.36% (n = 350,000) | AID 720511, 2013 | CFBE cells, YFP halide quenching; stimulated with forskolin plus potentiator P3; % fluorescence drop versus neutral controls | activity (quench increase), % at 7.58 µM;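 active means mean added fluorescence quench of at least 8% versus neutral control, with both replicates also reaching 8%; inconclusive means only one of the mean or replicate conditions met; inactive means mean below 8% and not both replicates reaching 8%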;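 further: cells transiently co-express mutant CFTR-F508del with the halide-sensitive YFP; corrector assay measuring rescue of mutant channel to the surface after 24 h compound exposure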
# EWS-Fli inh: EWS/Fli-driven NR0B1 reporter inhibitors, primary screen, A673 cells, NR0B1 luciferase, luminescence, MLPCN library | viability-normalised | inhibition, % at 12.6 µM | actives 0.67% (n = 350,000);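 active means mean inhibition of at least 50% after viability correction, with every replicate also passing that limit; inconclusive means mean reaches 50% but only one of two replicates passes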;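 further: firefly luciferase signal divided by Alamar Blue viability fluorescence both relative to DMSO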
# GSIS activator: GLuc luminescence reporter in INS-1E cells, primary screen for activators of glucose-dependent secretion of insulin; actives 0.61% (n = 370,000); AID 743287, 2014; INS-1E GLuc reporter insulin secretion, 2-3 h; activation, % at 16.6 µM;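 active means lowest replicate activation of at least 40%, so every replicate reaches that level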;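 further: 0% = median of neutral control wells and 100% = median of IBMX positive control wells; some compounds called inactive have numbers as strong as hits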
# Active calls of the source: *; u = inconclusive; x = not tested or not shown. Hits appear at their usual frequency; about 4.2% have a hit in one of these screens.
1	O=c1[nH]c(=S)[nH]c2sc3c(c12)CCCCCC3
2	Cc1cccc(NC(=O)COC(=O)c2ccc(S(=O)(=O)N3CCCC3)cc2)c1
3	CC(C)c1ccc(OCC(=O)NN2C(=O)c3ccccc3C2=O)c(Br)c1
4	CC[C@H]1CCCCc2ccccc2[C@@H](C(=O)C[C@@H](O)CC(C)=O)OC1=O
5	CN(C)Cc1c(-c2ccc(Cl)cc2)nc2ccc(Cl)cn12
6	O=C(COC(=O)/C=C/c1ccc(C(F)(F)F)cc1)NCCC1=CCCCC1
7	O=C(N[C@@H]1C=C[C@H](CC(=O)N2CCCCC2)O[C@@H]1CO)c1ccccn1
8	CCn1cc(Cl)c(C(=O)N2N=C(c3ccc4ccccc4c3)CC2c2ccccc2O)n1 (configuration not stated)
9	Fc1ccc2nc(C3CCCCN3Cc3nc(CC4CC4)no3)[nH]c2c1 (configuration not stated)
10	C[C@@H]1CN([C@@H](C)CO)C(=O)Cc2cc(NS(=O)(=O)c3cccs3)ccc2O[C@@H]1CN(C)Cc1ccc(Cl)c(Cl)c1
compound no.,1,2,3,4,5,6,7,8,9,10
DENV2 CPE rescue,7,-4,5,-2,-9,-3,-3,2,-1,-3
PAX8 inh HTS,-13,x,-6,8,-8,10,-4,4,8,x
ERp5 inh,0,3,1,5,2,-2,4,3,6,1
XiGFP reactiv,-0.1,0.0,0.1,0.0,0.2,0.0,-0.1,0.2,0.0,0.5
ARNT-TACC3 inh,-12,-3,-7,3,3,-28,17,-3,10,1
F508del corr,-0.8,-3.7,1.1,-0.4,0.9,0.1,2.3,x,-1.4,3.8
EWS-Fli inh,-9,-4,6,1,-17,2,0,5,14,-17
GSIS activator,-8,14,-6,-1,4,-8,10,2,-5,-27

11	CCN(C(=O)COC(=O)C1CCN(S(=O)(=O)c2cccs2)CC1)c1ccccc1
12	CCCNC(=O)CN1CCN(S(=O)(=O)c2ccc(Br)s2)CC1
13	C[C@@H]1CN([C@H](C)CO)C(=O)c2cccc(NC(=O)C3CCOCC3)c2O[C@H]1CN(C)Cc1ccc(C(=O)O)cc1
14	CC(=O)c1cccc(S(=O)(=O)NCCCN2CCOCC2)c1
15	O=C(c1ccc2c(c1)OCO2)N1C[C@H]2[C@@H](c3ccccc31)[C@H](CO)N2Cc1ccccc1Cl
16	CC1=NNC(=O)C1CCC(=O)N/N=C/c1ccc(C)cc1 (configuration not stated)
17	COC(=O)c1ccc(CN2CCc3ccc(NC(=O)c4ccncc4)cc3C2)cc1
18	CCOc1cc(/C=N/Nc2nnc(C)n2N)ccc1OC(C)=O
19	COc1ccccc1C1CCN(Cc2ccccc2)CC1
20	COc1cccc(C(=O)NCCS(=O)(=O)NCc2ccco2)c1
compound no.,11,12,13,14,15,16,17,18,19,20
DENV2 CPE rescue,0,u,-5,-1,11,4,-5,-2,7,1
PAX8 inh HTS,9,8,4,-18,16,13,11,-2,7,-4
ERp5 inh,-2,-2,12,2,13,3,3,5,1,-2
XiGFP reactiv,0.1,0.0,0.1,0.9,0.5,-0.2,0.2,0.1,0.0,0.6
ARNT-TACC3 inh,4,-8,-1,-1,7,x,-1,6,-11,-2
F508del corr,0.6,-2.8,-1.2,-1.7,-2.0,4.6,-3.8,-2.6,0.4,-2.2
EWS-Fli inh,7,7,-9,3,14,12,-4,-2,0,-4
GSIS activator,-17,-9,20,36,-13,13,-2,-20,19,6

21	COc1ccc2oc(C(=O)OCC(=O)NC(C)c3ccccc3)c(C)c2c1 (configuration not stated)
22	CO[C@H]1CN(C)C(=O)c2ccc(NC(=O)c3ccccc3F)cc2OC[C@@H](C)N(CC2CC2)C[C@@H]1C
23	Oc1ccccc1-c1n[nH]c(-c2ccccc2O)n1
24	CNc1cc(-c2ccc(CC#N)cc2)ncn1
25	CC(=O)Nc1ccc(N2C(=O)CC(Sc3nc(C)cc(C)n3)C2=O)cc1 (configuration not stated)
26	C[C@@H]1CCCCO[C@@H](CN(C)C(=O)CCCN(C)C)[C@H](C)CN([C@H](C)CO)C(=O)c2cc(N(C)C)ccc2O1
27	Cc1cc(C)c(S(=O)(=O)N2CCCC(C(=O)NC3CC3)C2)c(C)c1 (configuration not stated)
28	O=C(CSc1ccccc1F)NCC(c1cccs1)N1CCOCC1 (configuration not stated)
29	CCS(=O)(=O)Nc1ccc2c(c1)C(=O)N(C)[C@@H]1CC[C@@H](CC(=O)NC3CCCCC3)O[C@@H]1CO2
30	Cc1ccc2c(c1)C1CN(C)CCC1N2C(=O)COc1ccc(N(C)C(=O)C(C)(C)C)cc1 (configuration not stated)
compound no.,21,22,23,24,25,26,27,28,29,30
DENV2 CPE rescue,5,13,7,-4,-3,-3,2,-8,-6,1
PAX8 inh HTS,6,x,-87,-192,-57,-1,-13,-1,-10,7
ERp5 inh,12,-2,-2,-2,0,5,5,-2,2,-7
XiGFP reactiv,-0.1,0.0,5.9,0.0,0.0,-0.1,0.0,-0.2,0.0,0.0
ARNT-TACC3 inh,13,20,-20,x,-10,0,-1,6,-1,6
F508del corr,-2.0,0.9,6.3,-0.8,-3.5,-1.4,0.1,-2.9,-1.1,0.6
EWS-Fli inh,3,1,-47,-82,-3,2,x,-3,6,8
GSIS activator,16,0,-1,13,-5,26,-7,25,-2,-62

31	CCOc1ccc(NC(=S)N(C)C)cc1
32	COc1ccccc1N1CCN(C2CCCN(Cc3cc(F)cc(F)c3)C2)CC1 (configuration not stated)
33	O=C(C[C@@H]1CC[C@H]2[C@@H](COC[C@@H](O)CN2Cc2cccc(F)c2)O1)NCc1cccc(F)c1
34	COc1ccc(CCN(C)C2CCCN(C(=O)CCC(F)(F)F)C2)cc1OC (configuration not stated)
35	CCOC(=O)c1ccccc1NC(=O)[C@@H]1CCCN1C(=O)OC(C)(C)C
36	CCc1ccc(CN2CCC(C(=O)Nc3ccc(-n4nc(C)cc4C)cc3)CC2)o1
37	COCC(=O)Nc1ccc2c(c1)OC[C@@H](C)N(C(=O)c1ccccc1F)C[C@@H](C)[C@H](OC)CN(C)C2=O
38	C[C@H]1CN([C@@H](C)CO)C(=O)c2cc(NC(=O)Cc3cn(C)c4ccccc34)ccc2O[C@H]1CN(C)Cc1ccc(-c2ccccc2)cc1
39	COc1ccc(O)c(C(=O)C2c3ccccc3C(=O)N2c2ccc(C)cc2)c1 (configuration not stated)
40	O=C(COc1ccccc1)Nc1ccc(Cl)cn1
compound no.,31,32,33,34,35,36,37,38,39,40
DENV2 CPE rescue,-2,9,-9,1,-4,3,x,0,17,1
PAX8 inh HTS,-16,12,2,-8,5,12,x,x,-2,-29
ERp5 inh,0,-1,3,5,-5,1,x,4,1,-3
XiGFP reactiv,0.1,0.4,0.1,0.0,0.0,0.0,0.3,1.9,0.3,0.1
ARNT-TACC3 inh,-4,4,-13,5,11,-2,x,x,-12,0
F508del corr,2.8,0.3,0.2,-2.6,-2.4,4.0,-5.5,5.3,1.0,-1.5
EWS-Fli inh,8,9,5,-2,-2,x,2,24,-33,-9
GSIS activator,24,-4,-12,0,6,-13,7,23,9,-14

41	O=C(CCS(=O)(=O)c1ccccc1)NCc1ccccc1
42	CSc1ccccc1C(=O)Nc1ccc(C)cc1C
43	Cc1ccc(S(=O)(=O)N[C@@H]2CC[C@H](CC(=O)NCCN3CCCCC3)O[C@@H]2CO)cc1
44	Cc1ccc(CCNC(=O)c2ccc(NC3=NC4CS(=O)(=O)CC4S3)cc2)cc1 (configuration not stated)
45	CSc1ccc(Cl)c(C(=O)OCC(=O)N2CCN(c3ccccc3)CC2)c1
46	C[C@@H]1CN([C@@H](C)CO)S(=O)(=O)c2ccc(-c3cccc(C#N)c3)cc2O[C@H]1CN(C)Cc1ccccn1
47	Cc1csc2c(N3CCN(C(=O)NC(C)(C)C)CC3)ncnc12
48	CC(=O)N/C(=C\c1ccccc1)C(=O)OCC(=O)Nc1cc(S(=O)(=O)N(C)C)ccc1C
49	C=CCc1ccc(OCCCCNC2CCCC2)c(OC)c1
50	CCC(=O)N1C[C@@H](C)[C@@H](OC)CN(C)C(=O)c2ccc(NC(=O)c3cc(C)on3)cc2OC[C@@H]1C
compound no.,41,42,43,44,45,46,47,48,49,50
DENV2 CPE rescue,9,4,4,1,u,8,-2,-6,5,x
PAX8 inh HTS,-11,-8,-2,15,-5,18,16,1,6,-5
ERp5 inh,-2,3,0,-15,0,1,-10,-4,-1,x
XiGFP reactiv,0.5,0.1,0.1,0.0,-0.1,-1.0,0.0,0.4,0.0,0.0
ARNT-TACC3 inh,33,x,x,-2,-9,-9,4,-2,7,-8
F508del corr,-1.3,x,1.9,-0.3,0.3,-2.1,0.9,-0.1,3.3,1.1
EWS-Fli inh,-5,4,6,-3,0,29,-10,5,4,0
GSIS activator,-5,2,-5,16,-5,-11,0,-7,1,-8

51	COC(=O)c1ccc(NC(=S)N2CCN(C(=O)c3ccco3)CC2)cc1
52	COc1ccc(NC(=O)C2CC2)cc1S(=O)(=O)N1CCOCC1
53	CC(=O)N1[C@H](CN(C(=O)c2ccccc2)C(C)C)[C@@H](c2ccccc2)[C@@H]1CO
54	COc1ccccc1CNC(=O)CN1C(=O)COc2ccc(S(=O)(=O)NC3CCCC3)cc21
55	CN(C)C(CNC(=O)c1cccc(S(=O)(=O)N2CCN(c3ccccc3)CC2)c1)c1ccccc1 (configuration not stated)
56	Cc1c(CN2CCC(CO)(Cc3cccc(C(F)(F)F)c3)CC2)c2ccccc2n1C
57	CCc1ccc(OC(=O)c2cncc(Br)c2)cc1
58	COc1ccccc1NC(=S)N1CCCc2ccccc21
compound no.,51,52,53,54,55,56,57,58
DENV2 CPE rescue,3,0,-7,u,7,-1,5,-3
PAX8 inh HTS,3,2,4,1,7,36,-1,-6
ERp5 inh,10,6,-7,3,x,-1,1,0
XiGFP reactiv,0.3,0.0,0.0,-0.1,0.0,-0.1,0.1,2.7
ARNT-TACC3 inh,x,0,-3,-3,4,19,-3,4
F508del corr,4.6,3.2,-0.2,-1.2,-0.7,-4.1,0.0,2.0
EWS-Fli inh,10,-4,-8,x,-4,19,5,7
GSIS activator,2,4,9,-16,-16,-18,8,-50

# Three entries already listed, ordered by count of non-hydrogen atoms, ascending:
57	CCc1ccc(OC(=O)c2cncc(Br)c2)cc1
52	COc1ccc(NC(=O)C2CC2)cc1S(=O)(=O)N1CCOCC1
56	Cc1c(CN2CCC(CO)(Cc3cccc(C(F)(F)F)c3)CC2)c2ccccc2n1C
compound no.,57,52,56
DENV2 CPE rescue,5,0,-1
PAX8 inh HTS,-1,2,36
ERp5 inh,1,6,-1
XiGFP reactiv,0.1,0.0,-0.1
ARNT-TACC3 inh,-3,0,19
F508del corr,0.0,3.2,-4.1
EWS-Fli inh,5,-4,19
GSIS activator,8,4,-18

# Assay outcomes as filed in PubChem.
